Pf growth 96h: inhibits malaria parasite growth, 96 h; P. falciparum luciferase reporter growth, 96 h; Potency, µM (top dose mostly 28.7 µM), without a hit: at the top dose activity change, negative = inhibition, most hits filed as inhibitors; 6.9% of 320,000 active; further: potency means the concentration at half of the fitted maximal effect; on the % scale 0 is the no-effect control and ±100 the full control effect
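Infected RBCs, 2% Hct / 0.05% parasitemia final; luciferase-reporter P. falciparum; cpd 96 h, 37 C, 5% CO2; luciferase detection reagent; luminescence.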
Cycloheximide cs: affects cycloheximide protein synthesis inhibition readout, counter-screen | cell reporter, cycloheximide protein synthesis inhibition counterscreen | max response, % | 12% of 300,000 active; in the data active means max response mostly above about 13%, no sharp cut-off; inactive means mostly below about 14%; further: read at 38.3 µM for the half of the compounds with a filed dose; 0% is about no effect
AmpC no deterg: inhibitors of E. coli AmpC beta-lactamase without detergent | AID 485341 | AmpC nitrocefin hydrolysis, absorbance 480 nm, 0.0001% Triton | 0.52% of 330,000 active | Potency, µM (highest dose often 57.1 µM), inactives show at the highest dose activity change, negative = inhibition, actives largely listed as inhibitors | P00811;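 further: potency means the concentration at half of the fitted maximal effect; plate controls were no compound for no effect and no enzyme for full effect; nearly all actives have a fitted effect of over 20% in size; some results filed as inactive show a strong effect at the top dose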
Target sequence (P00811 whole entry, looked up): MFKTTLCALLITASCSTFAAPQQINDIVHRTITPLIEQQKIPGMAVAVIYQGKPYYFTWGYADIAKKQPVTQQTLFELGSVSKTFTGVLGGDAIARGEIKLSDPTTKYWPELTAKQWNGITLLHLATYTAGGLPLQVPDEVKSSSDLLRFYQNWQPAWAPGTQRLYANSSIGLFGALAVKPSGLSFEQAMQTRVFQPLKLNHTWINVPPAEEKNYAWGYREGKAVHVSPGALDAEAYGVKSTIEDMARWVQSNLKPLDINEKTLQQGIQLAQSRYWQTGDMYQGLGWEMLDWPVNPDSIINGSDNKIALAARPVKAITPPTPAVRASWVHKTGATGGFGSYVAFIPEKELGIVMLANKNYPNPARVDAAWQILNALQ
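AmpC (5.3 nM in the dispensed reagent) in 20 mM phosphate pH 7.0 with 0.01% (detergent screen) or 0.0001% Triton X-100 was preincubated with compounds for 15 min at room temperature. Nitrocefin was then added from an 800 uM solution, and hydrolysis was followed at 480 nm.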
TbPYK inhibitor: blocks Trypanosoma brucei pyruvate kinase. Q57TT1. 0.12% of 410,000 active. TbPYK enzyme, Kinase-Glo Plus ATP luminescence, 45 min. Potency, µM (top dose mostly 76.8 µM), for inactives: at the top dose activity, negative = inhibition, most hits filed as inhibitors; further: potency means the concentration at half of the fitted maximal effect; on the % scale 0 is the no-effect control and ±100 the full control effect; nearly all actives have a fitted effect of over 50% in size
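TbPYK + substrate in 50 mM TEA pH 7.2, 100 mM KCl, 10 mM MgCl2, 0.05% BSA, 0.01% Tween-20; cpd pinned; ADP 130 uM final; 45 min RT; Kinase-Glo Plus 10 min; luminescence endpoint.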
LmPK inh: inhibitors of Leishmania mexicana pyruvate kinase. Q27686. purified LmPK, Kinase-Glo ATP luminescence, 1 h. Potency, µM (top dose mostly 57.5 µM), for inactives: at the highest dose activity change, negative = inhibition, hits mostly inhibitors. 0.37% of 290,000 active. AID 1721; further: potency means the concentration at half of the fitted maximal effect; on the % scale 0 is the no-effect control and ±100 the full control effect
Target sequence (Q27686 whole entry, looked up): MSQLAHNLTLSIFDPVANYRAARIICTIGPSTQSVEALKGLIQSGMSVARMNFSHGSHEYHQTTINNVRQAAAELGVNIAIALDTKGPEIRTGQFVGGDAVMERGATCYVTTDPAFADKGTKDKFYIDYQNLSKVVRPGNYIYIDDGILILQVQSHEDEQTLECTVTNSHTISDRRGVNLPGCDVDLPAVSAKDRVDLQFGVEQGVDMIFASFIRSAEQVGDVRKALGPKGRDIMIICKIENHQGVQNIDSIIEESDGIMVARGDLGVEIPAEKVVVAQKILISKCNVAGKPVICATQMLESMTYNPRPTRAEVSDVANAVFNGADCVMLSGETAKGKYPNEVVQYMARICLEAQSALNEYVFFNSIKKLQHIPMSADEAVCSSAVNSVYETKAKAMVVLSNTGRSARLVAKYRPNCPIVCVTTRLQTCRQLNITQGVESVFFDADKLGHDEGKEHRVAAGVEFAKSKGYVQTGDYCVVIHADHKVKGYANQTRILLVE
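Pyruvate kinase activity monitored as ATP production (luciferase luminescence). Conditions: 0.1 nM enzyme, 0.5 mM PEP, 0.1 mM ADP, 1 h, RT; normalized against uninhibited and no-enzyme wells.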
Pf growth 48h: P. falciparum growth inhibition at 48 hours (one generation); Potency, µM (titrated, usually from 28.7 µM), without a hit: top-dose activity change, negative = inhibition, usual class: inhibitors; 5.9% of 310,000 active; AID 504832; P. falciparum luciferase growth in erythrocytes, 48 h; further: potency means the concentration at half of the fitted maximal effect; on the % scale 0 is the no-effect control and ±100 the full control effect
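Compounds are pin-transferred into medium, infected erythrocytes (2% hematocrit, 0.1% parasitemia final) are added, and plates sit one parasite generation at 37 C in 5% CO2. Detection reagent is then added and luminescence measured.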
Shiga toxin inh: Shiga toxin inhibition | 9.2% of 290,000 active | AID 2315 | Vero cells, Shiga toxin protein synthesis inhibition reporter | inhibition, % at 38.7 µM; in the data active means inhibition mostly above about 28%, no sharp cut-off; inactive means mostly below about 43%; further: 0% is about no effect
An asterisk follows results filed as active; [ ] = another dose, or the depositor's remark. Unless noted, the call rests on the fitted dose curve; in most records, active means well fitted curve in the direction sought with a large enough effect; inconclusive means small, poorly fitted or top-dose-only effect, or another doubt; inactive means no such curve, though single readings can be large; an effect the other way counts as inactive or inconclusive.

The opening 3 compounds, to show the layout:
How did COc1ccc(/C=C/C(=O)NCCOc2ccc(C)cc2)cc1 do in these assays?
Pf growth 96h: inconclusive; Cycloheximide cs: 1.5; AmpC no deterg: -22.0%; TbPYK inhibitor: -9.4%; LmPK inh: 0.1%; Pf growth 48h: -18.3%; Shiga toxin inh: 7.5

How did COc1cc(C2NC(=S)NC(c3ccccc3)=C2C(C)=O)ccc1O (centres undefined) do in these assays?
Pf growth 96h: 24.0%; Cycloheximide cs: -0.7; AmpC no deterg: -37.7%; TbPYK inhibitor: -4.4%; LmPK inh: -5.5%; Pf growth 48h: 34.5%[activator]; Shiga toxin inh: -10.4

How did O=C(c1ccccc1F)N1CCN(c2ccc([N+](=O)[O-])c(NCC3CCCO3)c2)CC1 (centres undefined) do in these assays?
Pf growth 96h: 20.8%; Cycloheximide cs: -2.2; AmpC no deterg: 83.7%[activator]; TbPYK inhibitor: 6.1%; LmPK inh: 0.5%; Pf growth 48h: inconclusive; Shiga toxin inh: -11.9

Results (from the top)
How did COc1ccc(/C=C/C(=O)NCCOc2ccc(C)cc2)cc1 do in these assays?
Pf growth 96h: inconclusive; Cycloheximide cs: 1.5; AmpC no deterg: -22.0%; TbPYK inhibitor: -9.4%; LmPK inh: 0.1%; Pf growth 48h: -18.3%; Shiga toxin inh: 7.5

How did COc1cc(C2NC(=S)NC(c3ccccc3)=C2C(C)=O)ccc1O (centres undefined) do in these assays?
Pf growth 96h: 24.0%; Cycloheximide cs: -0.7; AmpC no deterg: -37.7%; TbPYK inhibitor: -4.4%; LmPK inh: -5.5%; Pf growth 48h: 34.5%[activator]; Shiga toxin inh: -10.4

How did O=C(c1ccccc1F)N1CCN(c2ccc([N+](=O)[O-])c(NCC3CCCO3)c2)CC1 (centres undefined) do in these assays?
Pf growth 96h: 20.8%; Cycloheximide cs: -2.2; AmpC no deterg: 83.7%[activator]; TbPYK inhibitor: 6.1%; LmPK inh: 0.5%; Pf growth 48h: inconclusive; Shiga toxin inh: -11.9

How did COc1cccc(CN2CCc3[nH]c(=S)[nH]c(=O)c3C2)c1 do in these assays?
Pf growth 96h: -1.0%; Cycloheximide cs: -5.2; AmpC no deterg: -12.5%; TbPYK inhibitor: -18.8%; LmPK inh: -2.4%; Shiga toxin inh: -0.9

What do the screens show for `CCOCCCN1C(=O)CN(C2CCCCC2)C(=O)C1c1ccc(OCC)c(OC)c1` (centres undefined)?
Pf growth 96h: -7.2%; Cycloheximide cs: 2.3; AmpC no deterg: 53.4%; TbPYK inhibitor: 0.2%; LmPK inh: -6.1%; Pf growth 48h: inconclusive; Shiga toxin inh: -11.2

How did C[C@@]12CCC(=O)C=C1C=C[C@H]1[C@H]3CC[C@](O)(CCC(=O)O)[C@]3(C)CC[C@@H]12 do in these assays?
Pf growth 96h: 6.42µM*; TbPYK inhibitor: 2.1%[33.2 µM]; Pf growth 48h: inconclusive

What do the screens show for `O=C(CC12CC3CC(CC(C3)C1)C2)NCCN1CCOCC1`?
Cycloheximide cs: -2.6; AmpC no deterg: -12.3%; TbPYK inhibitor: -6.8%; LmPK inh: -1.5%; Pf growth 48h: 2.1%; Shiga toxin inh: -10.8

What do the screens show for `NC(=O)C(CC(=O)O)NC(=O)[C@@H]1CCOc2c(I)cc([N+](=O)[O-])cc2C(=O)N[C@@H](CCC(=O)O)C(=O)N[C@@H](CO)C(=O)N1` (some centres undefined)?
Pf growth 96h: 10.8%; Cycloheximide cs: -3.7; AmpC no deterg: -10.1%; TbPYK inhibitor: -1.5%; LmPK inh: 0.2%; Pf growth 48h: -4.7%; Shiga toxin inh: -12.8

How did CCN(CC)c1ccc([N+](=O)[O-])cc1C(=O)N1CCOCC1 do in these assays?
Pf growth 96h: -4.8%; Cycloheximide cs: -2.9; AmpC no deterg: 0.5%; TbPYK inhibitor: -2.5%; LmPK inh: 4.5%; Pf growth 48h: 36.3%; Shiga toxin inh: -10.0

Results for CC(NC(=O)COC(=O)c1cc(NS(=O)(=O)c2ccc(Cl)c([N+](=O)[O-])c2)ccc1O)C1CC2CCC1C2 (centres undefined) ?
Pf growth 96h: inconclusive; Cycloheximide cs: 7.9; AmpC no deterg: -49.3%; TbPYK inhibitor: 2.9%; LmPK inh: 0.4%; Pf growth 48h: -21.5%; Shiga toxin inh: -19.3

How did Cc1ccc(NCc2nc(SCC(=O)Nc3ccccc3)n[nH]2)cc1 do in these assays?
Pf growth 96h: -1.1%; Cycloheximide cs: 11.1; AmpC no deterg: -29.6%; TbPYK inhibitor: 2.3%; LmPK inh: -4.1%; Pf growth 48h: -7.4%; Shiga toxin inh: 27.5

How did O=C(O)CCSc1nc2ccccc2n1CCOc1ccccc1 do in these assays?
Cycloheximide cs: -5.1; AmpC no deterg: -4.4%; TbPYK inhibitor: -14.3%; LmPK inh: -3.4%; Pf growth 48h: -3.6%; Shiga toxin inh: -43.2

What do the screens show for `CC(=O)Nc1ccccc1Sc1ccc2c3c(cccc13)C(=O)N(c1ccc(C)cc1)C2=O`?
Pf growth 96h: 26.9%; Cycloheximide cs: -3.3; AmpC no deterg: -0.4%; TbPYK inhibitor: 2.7%; LmPK inh: 0.6%; Pf growth 48h: -7.6%; Shiga toxin inh: -10.6

Results for CCC1Oc2ccc(C)cc2N(CC(=O)N2CCOCC2)C1=O (centres undefined) ?
Pf growth 96h: inconclusive; Cycloheximide cs: -4.7; AmpC no deterg: -0.8%; TbPYK inhibitor: -7.7%; LmPK inh: 0.6%; Pf growth 48h: 1.6%; Shiga toxin inh: 18.0

How did O=C1CCCC2=C1C1(O)C(=O)c3ccccc3C1(O)O2 (centres undefined) do in these assays?
Pf growth 96h: 44.2%[activator]; Cycloheximide cs: -2.4; AmpC no deterg: -18.1%; TbPYK inhibitor: 2.4%; LmPK inh: -0.7%; Pf growth 48h: -23.6%; Shiga toxin inh: -21.7

Results for Cc1ccc2nc(-c3ccccc3NC(=O)CCC(=O)O)c(=O)[nH]c2c1 ?
Pf growth 96h: -1.3%; Cycloheximide cs: -0.5; AmpC no deterg: -1.8%; TbPYK inhibitor: -3.9%; LmPK inh: 1.1%; Pf growth 48h: 22.8%; Shiga toxin inh: -3.7

How did CCn1c(SCC(=O)O)nc2ccccc21 do in these assays?
Pf growth 96h: 1.6%; Cycloheximide cs: 0.6; AmpC no deterg: -18.0%; TbPYK inhibitor: 5.4%; LmPK inh: 7.5%; Pf growth 48h: 15.1%; Shiga toxin inh: -20.8

How did Cc1ccc2[nH]c(=O)c(C(c3nnnn3C(C)(C)C)N3CCN(C(=O)c4ccco4)CC3)cc2c1 (centres undefined) do in these assays?
Pf growth 96h: inconclusive; Cycloheximide cs: 4.3; AmpC no deterg: -1.5%; TbPYK inhibitor: -4.5%; LmPK inh: -1.4%; Pf growth 48h: 9.28µM*; Shiga toxin inh: -18.2

What do the screens show for `CCN(CC)S(=O)(=O)c1cccc(C(=O)OCC(=O)NC(C)c2ccccc2)c1` (centres undefined)?
Pf growth 96h: 6.9%; Cycloheximide cs: 1.5; AmpC no deterg: -3.6%; TbPYK inhibitor: -0.9%; LmPK inh: 9.4%; Pf growth 48h: -1.0%; Shiga toxin inh: -4.6

How did Cc1cc(C)cc(NCc2cc(=O)oc3cc(-c4ccccc4)c(O)cc23)c1 do in these assays?
Pf growth 96h: 2.33µM*; Cycloheximide cs: -1.3; AmpC no deterg: -52.9%; TbPYK inhibitor: -2.0%; LmPK inh: 3.1%; Pf growth 48h: 4.65µM*; Shiga toxin inh: -17.5

What do the screens show for `CC1CCC(C)(NS(=O)(=O)OCC(Cl)(Cl)Cl)CC1` (centres undefined)?
Pf growth 96h: -23.5%; Cycloheximide cs: -0.8; AmpC no deterg: -37.7%; TbPYK inhibitor: -0.4%; LmPK inh: 8.6%; Pf growth 48h: 58.2%[activator]; Shiga toxin inh: -9.0

How did CCCCC(=O)NC(=O)NC(c1ccccc1)c1ccccc1 do in these assays?
Pf growth 96h: inconclusive; Cycloheximide cs: 1.3; AmpC no deterg: -29.1%; TbPYK inhibitor: 6.0%; LmPK inh: -4.7%; Pf growth 48h: inconclusive; Shiga toxin inh: 7.9

Results for Cc1nc(NC(=O)/C=C/c2ccccc2)sc1C(=O)Nc1ccccc1 ?
Pf growth 96h: 25.0%; Cycloheximide cs: -1.0; AmpC no deterg: -19.7%; TbPYK inhibitor: -15.0%; LmPK inh: 2.5%; Pf growth 48h: 48.4%[activator]; Shiga toxin inh: -1.2

How did COc1ccccc1CNC(=O)COC(=O)c1cccc(S(=O)(=O)N2CCOCC2)c1 do in these assays?
Pf growth 96h: 10.0%; AmpC no deterg: -0.4%; TbPYK inhibitor: 5.1%; Pf growth 48h: 1.7%

Results for Cc1cccc(NC(=O)[C@H](Cc2ccccc2)NC(=O)OCc2ccccc2)c1 ?
Pf growth 96h: inconclusive; Cycloheximide cs: 6.3; AmpC no deterg: -13.7%; TbPYK inhibitor: -10.0%; LmPK inh: 4.1%; Pf growth 48h: -23.1%; Shiga toxin inh: 10.5

What do the screens show for `CCCCSc1oc(-c2ccco2)nc1S(=O)(=O)c1ccccc1`?
Pf growth 96h: inconclusive; Cycloheximide cs: 13.3; AmpC no deterg: -19.2%; TbPYK inhibitor: 1.5%; LmPK inh: 1.3%; Pf growth 48h: -23.2%; Shiga toxin inh: -6.5

Results for CC(=O)c1ccc(N(CC(=O)NC2CCCC2)C(=O)CNC(=O)c2cccs2)cc1 ?
Pf growth 96h: -9.3%; Cycloheximide cs: -2.1; AmpC no deterg: 0.9%; TbPYK inhibitor: 0.0%; LmPK inh: 3.1%; Pf growth 48h: 19.6%; Shiga toxin inh: -5.9

How did COc1cccc(CNC(=O)c2ccc(COc3ccccc3)cc2)c1 do in these assays?
Pf growth 96h: inconclusive; Cycloheximide cs: -6.7; AmpC no deterg: -4.3%; TbPYK inhibitor: 3.4%; LmPK inh: -7.3%; Pf growth 48h: 19.4%; Shiga toxin inh: -15.6

Results for N#CCCN(C(=O)COC(=O)c1ccc2c(=O)n3c(nc2c1)CCC3)c1ccc(F)cc1 ?
Pf growth 96h: 26.1%; Cycloheximide cs: 0.3; AmpC no deterg: 114.0%[activator]; TbPYK inhibitor: -8.9%; LmPK inh: 2.0%; Pf growth 48h: -15.0%; Shiga toxin inh: 5.5

How did N#CC1=C(SCc2ccccc2)NC(=O)CC1c1ccco1 (centres undefined) do in these assays?
Pf growth 96h: inconclusive; Cycloheximide cs: -2.2; AmpC no deterg: -33.3%; TbPYK inhibitor: -13.2%; LmPK inh: 3.3%; Pf growth 48h: 20.0%; Shiga toxin inh: -0.1

What do the screens show for `CC1(C)CC(=O)c2c(oc3cc(O)c(O)cc23)C1`?
Pf growth 96h: 58.2%[activator]; Cycloheximide cs: 6.0; AmpC no deterg: -32.3%; TbPYK inhibitor: -23.0%; LmPK inh: -15.5%; Shiga toxin inh: -5.2

Screens as filed in PubChem BioAssay.

This is a random part of the collection. About 22% of those tested had a hit in this group.
